Siah-1 displacement: blockers of Siah-1 interaction with plectin peptide – biochemical, fluorescence polarization, rhodamine-plectin, uHTS, primary screen (AID 1817). Siah-1 / rhodamine-plectin peptide fluorescence polarization; higher % means a stronger effect. displacement, % at 20 µM, or IC50 in µM where a hit was titrated. actives 0.02% (n = 290,000);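 active = displacement of at least 50% at 20 µM, with a fluorescence ratio check between 0.3 and a set limit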;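 also: plate controls were Siah plus tracer with DMSO for no effect and tracer alone without Siah for full effect; strong numbers were not always called active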
UTI89 phage lysis: protection from phage-mediated lysis, alamar blue read-out – E. coli UTI89, K1F phage, bacterial capsule biogenesis inhibitors (AID 488966); actives 0.02% (n = 340,000); inhibition, % at 100 µM; hits with a dose series show IC50 in µM; E. coli UTI89 K1F phage lysis, alamar blue, 2 h; higher % means a stronger effect;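 active = phage lysis inhibition, versus mean bacterial control, above a set limit; inconclusive = no clear call, values can overlap the other calls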;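 also: capsule biogenesis inhibitors block K1F phage lysis so surviving cells raise fluorescence; higher fluorescence means more inhibition of phage lysis; actives were called in the ten point dose series up to 300 µM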
AID2073: inhibitors of Mint1-CaV2.2 protein interaction, biochemical, HTRF (AID 2073); HTRF protein-protein interaction, Mint1-CaV2.2; higher % means a stronger effect; one-dose inhibition, % at 20 µM; IC50 in µM for titrated hits; actives 0.19% (n = 290,000); in the data active = inhibition mostly above about 51%, no sharp cut-off; inconclusive = no clear call, values can overlap the other calls; inactive = mostly below about 53%; also: some results filed as inactive read as strong as hits
West Nile antiviral: inhibition of WNV-induced cytopathic effect – cell-based, CPE readout (AID 1621); West Nile virus-infected cells, CPE inhibition; higher % means a stronger effect; one-dose CPE inhibition, % at 10 µM; IC50 in µM for titrated hits; actives 0.02% (n = 290,000); in the data active = a potency from the dose series; inconclusive = CPE inhibition mostly from about 3.7% at the one dose, without a potency; inactive = the rest, 99 in 100 with CPE inhibition below about 2.2%; also: strong numbers were not always called active
Large T inhibition: TAg ATPase/helicase activity blockers – biochemical (AID 1903) | SV40 large T antigen ATPase/helicase inhibition assay; higher % means a stronger effect | inhibition, % at 20 µM, or IC50 in µM where a hit was titrated | actives 0.39% (n = 310,000); in the data active = a potency from the dose series; inconclusive = inhibition mostly from about 32% at the one dose, without a potency; inactive = the rest, 99 in 100 with inhibition below about 32%; also: strong numbers were not always called active
NS5 inhibitors: Dengue-2 NS5 methyltransferase inhibitors, primary screen, biochemical, confirmation dose response (AID 588689); Dengue-2 NS5 methyltransferase capping enzyme assay, biochemical; higher % means a stronger effect; inhibition, % at 25 µM; hits with a dose series show IC50 in µM; actives 0.3% (n = 340,000); in the data active = a potency from the dose series; inconclusive = inhibition above about 29% without an active follow-up result
MgcRacGAP inhibition: MgcRacGAP GTPase-activating activity inhibitors, confirmation, biochemical, ADP Hunter fluorescence; MgcRacGAP-stimulated Rac1 GTP hydrolysis, ADP Hunter fluorescence; higher % means a stronger effect; GST-tagged Rac1 F28L mutant substrate; inhibition, % at 30 µM, or IC50 in µM where a hit was titrated; actives 0.6% (n = 340,000);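 active = first-screen hits whose inhibition reached a set limit at any dose in the follow-up dose series; inconclusive = inhibition above the set first-screen limit but never retested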;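 also: fluorescence reports GDP produced by GAP-driven GTP hydrolysis; strong numbers were not always called active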
RSV CPE inhibition: inhibition of RSV-induced cytopathic effect – HEp-2 cells, primary 10 µM value included (AID 2391) | HEp-2 cells, RSV-induced CPE inhibition; higher % means a stronger effect | CPE inhibition, % at 10 µM, or IC50 in µM where a hit was titrated | actives 0.13% (n = 310,000); in the data active = a potency from the dose series; inconclusive = CPE inhibition mostly from about 23% at the one dose, without a potency; inactive = the rest, 99 in 100 with CPE inhibition below about 21%; also: strong numbers were not always called active
NTR1 ag: agonists of NTR1, primary screen, imaging, U2OS cells, beta-arrestin-GFP, high content (AID 493036); actives 0.17% (n = 330,000); NTR1-U2OS beta-arrestin-GFP spot imaging, agonist mode; activation, % at 20 µM; P30989;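 active = activation at or above 40% of the spot to cytoplasm intensity ratio, with at least 20 cells analyzed; inconclusive = wells under 20 cells, flagged as cytotoxic or low count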;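 also: 0% = DMSO without peptide and 100% = 100 nM NTR1 peptide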
Target sequence (P30989 whole entry, looked up): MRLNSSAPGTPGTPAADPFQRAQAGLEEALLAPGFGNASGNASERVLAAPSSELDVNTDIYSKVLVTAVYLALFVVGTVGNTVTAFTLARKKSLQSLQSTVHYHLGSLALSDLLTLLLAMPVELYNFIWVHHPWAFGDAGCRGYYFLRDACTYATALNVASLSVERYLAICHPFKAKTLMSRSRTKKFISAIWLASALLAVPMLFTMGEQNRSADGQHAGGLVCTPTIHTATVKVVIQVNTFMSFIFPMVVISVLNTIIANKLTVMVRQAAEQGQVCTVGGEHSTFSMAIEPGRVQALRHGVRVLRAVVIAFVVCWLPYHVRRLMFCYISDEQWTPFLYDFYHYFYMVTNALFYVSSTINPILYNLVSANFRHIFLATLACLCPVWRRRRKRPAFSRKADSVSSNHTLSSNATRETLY
NTR1 ag cell count 20 µM: recorded beside NTR1 ag, whose call it bears; cell count; measured here: cell count, cytotoxicity flag
* = called active by the depositor; [ ] = remark or other dose.

Results for O=c1c(Cl)c(N2CCN(c3ccc(F)cc3)CC2)cnn1-c1nc2ccccc2s1 ?
Siah-1 displacement: 9%; UTI89 phage lysis: 2.7%; AID2073: 11%; West Nile antiviral: -0.3%; Large T inhibition: 5%; NS5 inhibitors: -11%; MgcRacGAP inhibition: 3%; RSV CPE inhibition: 0.2%; NTR1 ag: 0.7; NTR1 ag cell count 20 µM: 38

What do the screens show for `CCOC(=O)N1CCN(C(c2ccc(C)cc2)c2sc3nc(C)nn3c2O)CC1` (stereo unspecified)?
Siah-1 displacement: 4%; UTI89 phage lysis: -0.1%; AID2073: -1%; West Nile antiviral: 0.0%; Large T inhibition: 2%; NS5 inhibitors: -2%; MgcRacGAP inhibition: 8%; RSV CPE inhibition: 1.8%; NTR1 ag: -1.0; NTR1 ag cell count 20 µM: 59

Results for CN1CCc2c(sc(NC(=O)Cc3ccc(F)cc3)c2C(N)=O)C1 ?
Siah-1 displacement: -3%; UTI89 phage lysis: 0.5%; AID2073: 8%; West Nile antiviral: -0.4%; Large T inhibition: 13%; NS5 inhibitors: -6%; MgcRacGAP inhibition: 3%; RSV CPE inhibition: -0.7%; NTR1 ag: -0.6; NTR1 ag cell count 20 µM: 69

How did O=C(CS(=O)c1cccc(C(F)(F)F)c1)Nc1ccc(Cl)cc1Cl (stereo unspecified) do in these assays?
Siah-1 displacement: -8%; UTI89 phage lysis: 0.1%; AID2073: -2%; West Nile antiviral: 0.1%; Large T inhibition: -1%; NS5 inhibitors: 1%; MgcRacGAP inhibition: 3%; RSV CPE inhibition: 3.0%; NTR1 ag: -1.9; NTR1 ag cell count 20 µM: 62

What do the screens show for `COc1ccccc1NC(=O)CN1C(=O)COc2ccc(C)cc21`?
Siah-1 displacement: 3%; UTI89 phage lysis: 0.5%; AID2073: 1%; West Nile antiviral: -0.3%; Large T inhibition: -1%; NS5 inhibitors: -6%; MgcRacGAP inhibition: 4%; RSV CPE inhibition: -0.8%; NTR1 ag: -1.0; NTR1 ag cell count 20 µM: 47

What do the screens show for `COc1cc(/C=C/CO)cc(OC)c1OC/C=C(\C)CCC=C(C)C`?
Siah-1 displacement: 3%; UTI89 phage lysis: -8.8%; AID2073: -5%; West Nile antiviral: 0.0%; Large T inhibition: 10%; NS5 inhibitors: 3%; MgcRacGAP inhibition: -23%; RSV CPE inhibition: 2.9%; NTR1 ag: 6.8; NTR1 ag cell count 20 µM: 91

How did C/C=C\C=C\C(=O)N1CC2(CC(c3cccc(NC(=O)CC)c3)=NO2)C[C@H]1C(N)=O (stereo partly specified) do in these assays?
Siah-1 displacement: 7%; UTI89 phage lysis: 1.0%; AID2073: 36%; West Nile antiviral: -0.1%; Large T inhibition: 25%; NS5 inhibitors: -9%; MgcRacGAP inhibition: 10%; RSV CPE inhibition: 1.4%; NTR1 ag: 0.1; NTR1 ag cell count 20 µM: 76

How did COc1ccc(/C=N/Nc2nc3ccccc3o2)cc1O do in these assays?
Siah-1 displacement: 0%; UTI89 phage lysis: 0.0%; AID2073: 6%; West Nile antiviral: 0.4%; Large T inhibition: 29%; NS5 inhibitors: -2%; MgcRacGAP inhibition: 23%; RSV CPE inhibition: 5.1%; NTR1 ag: -0.8; NTR1 ag cell count 20 µM: 83

Results for CCCNC(=O)C1CC2Cn3c(nc4ccccc43)C2N1C (stereo unspecified) ?
UTI89 phage lysis: 1.9%; Large T inhibition: 19%; NS5 inhibitors: -4%; MgcRacGAP inhibition: 5%; RSV CPE inhibition: 0.3%; NTR1 ag: 0.8; NTR1 ag cell count 20 µM: 92

What do the screens show for `O=C(CN1CCCC1)Nc1ccc(Br)cc1[N+](=O)[O-]`?
Siah-1 displacement: -4%; UTI89 phage lysis: 0.3%; AID2073: 9%; West Nile antiviral: -1.0%; Large T inhibition: -3%; NS5 inhibitors: -1%; MgcRacGAP inhibition: 9%; RSV CPE inhibition: 1.4%; NTR1 ag: 1.1; NTR1 ag cell count 20 µM: 48

What do the screens show for `O=C(Nc1ncc(Cc2cccc(C(F)(F)F)c2)s1)C1CCCO1` (stereo unspecified)?
Siah-1 displacement: 4%; UTI89 phage lysis: 0.1%; AID2073: -2%; West Nile antiviral: -0.1%; Large T inhibition: 7%; NS5 inhibitors: -6%; MgcRacGAP inhibition: 10%; RSV CPE inhibition: 16%; NTR1 ag: 3.5; NTR1 ag cell count 20 µM: 62

How did COc1ccccc1N(Cc1ccccc1)S(=O)(=O)c1cccc(C(=O)NC2CC(C)(C)NC(C)(C)C2)c1 do in these assays?
UTI89 phage lysis: -0.2%[50 µM]; Large T inhibition: 11%; NS5 inhibitors: 4%; MgcRacGAP inhibition: 5%; RSV CPE inhibition: -2.2%; NTR1 ag: 9.2; NTR1 ag cell count 20 µM: 79

Results for CC(C)(C)OC(=O)N1CCCC(C(=O)CC#N)C1 (stereo unspecified) ?
Siah-1 displacement: -1%; UTI89 phage lysis: 0.3%; AID2073: -6%; West Nile antiviral: 0.1%; Large T inhibition: 2%; NS5 inhibitors: -13%; MgcRacGAP inhibition: 3%; RSV CPE inhibition: 1.6%; NTR1 ag: -1.0; NTR1 ag cell count 20 µM: 83

Results for O=C(CN(Cc1ccccc1)C(=O)c1csnn1)NCc1ccccc1 ?
Siah-1 displacement: 6%; UTI89 phage lysis: -0.1%; AID2073: 2%; West Nile antiviral: -0.5%; Large T inhibition: 8%; NS5 inhibitors: 0%; MgcRacGAP inhibition: 3%; RSV CPE inhibition: 0.0%; NTR1 ag: 0.2; NTR1 ag cell count 20 µM: 39

How did Cc1nnc(SCC(=O)Nc2ccccc2)[nH]c1=O do in these assays?
Siah-1 displacement: 0%; UTI89 phage lysis: 3.3%; AID2073: -8%; West Nile antiviral: 0.1%; Large T inhibition: -2%; NS5 inhibitors: -1%; MgcRacGAP inhibition: 4%; RSV CPE inhibition: -0.8%; NTR1 ag: -0.5; NTR1 ag cell count 20 µM: 59

How did CCN(CC)S(=O)(=O)c1ccc(OC)c(NC(=O)CCS(=O)(=O)Cc2ccccc2)c1 do in these assays?
Siah-1 displacement: 3%; UTI89 phage lysis: 0.0%; AID2073: 4%; West Nile antiviral: inconclusive; Large T inhibition: 4%; NS5 inhibitors: -7%; MgcRacGAP inhibition: 3%; RSV CPE inhibition: 1.4%; NTR1 ag: -1.1; NTR1 ag cell count 20 µM: 63

How did Cc1onc(C(=O)NN)c1-c1csc(COc2ccccc2)n1 do in these assays?
Siah-1 displacement: 0%; UTI89 phage lysis: -0.4%; AID2073: -6%; West Nile antiviral: -0.4%; Large T inhibition: 9%; NS5 inhibitors: -4%; MgcRacGAP inhibition: 9%; RSV CPE inhibition: 3.0%; NTR1 ag: -0.7; NTR1 ag cell count 20 µM: 46

How did O=C(COC(=O)c1ccc(Cl)c(S(=O)(=O)N2CCCCC2)c1)NCC1CCCCC1 do in these assays?
UTI89 phage lysis: 1.3%[50 µM]; NS5 inhibitors: 4%; MgcRacGAP inhibition: 6%; RSV CPE inhibition: 1.6%; NTR1 ag: -0.5; NTR1 ag cell count 20 µM: 73

How did CCOC(=O)N1CCN(C(=O)c2cc3c(=O)n4ccccc4nc3s2)CC1 do in these assays?
Siah-1 displacement: -3%; UTI89 phage lysis: -0.1%; AID2073: 24%; West Nile antiviral: 0.1%; Large T inhibition: 26%; NS5 inhibitors: -1%; MgcRacGAP inhibition: 1%; RSV CPE inhibition: 0.6%; NTR1 ag: 0.4; NTR1 ag cell count 20 µM: 62

How did C[C@H](NC(=O)c1cc2cc(Cl)ccc2n1C)C(=O)N1CCC[C@H]1C(=O)O do in these assays?
Siah-1 displacement: 10%; UTI89 phage lysis: 5.2%; AID2073: 7%; West Nile antiviral: 0.1%; NS5 inhibitors: -4%; MgcRacGAP inhibition: 5%; RSV CPE inhibition: 0.6%; NTR1 ag: 2.1; NTR1 ag cell count 20 µM: 87

What do the screens show for `CN(CC(=O)Nc1ccc2c(c1)OCCO2)S(=O)(=O)c1ccc(Br)s1`?
Siah-1 displacement: -5%; UTI89 phage lysis: -0.9%[50 µM]; AID2073: 21%; West Nile antiviral: 0.3%; Large T inhibition: -3%; MgcRacGAP inhibition: 7%; RSV CPE inhibition: 1.2%; NTR1 ag: -0.5; NTR1 ag cell count 20 µM: 64

What do the screens show for `CN(CC(=O)NCCc1ccccc1)S(=O)(=O)c1ccccc1`?
Siah-1 displacement: 6%; UTI89 phage lysis: -0.9%; AID2073: 5%; West Nile antiviral: -0.3%; Large T inhibition: 14%; NS5 inhibitors: -7%; MgcRacGAP inhibition: 1%; RSV CPE inhibition: 5.5%; NTR1 ag: -0.6; NTR1 ag cell count 20 µM: 40

How did N#Cc1c(NCCN)nc(NCc2ccccc2)c2c1CCN(Cc1ccccc1)C2 do in these assays?
Siah-1 displacement: 1%; UTI89 phage lysis: -0.3%; AID2073: 15%; West Nile antiviral: -0.4%; NS5 inhibitors: -2%; MgcRacGAP inhibition: 3%

How did CC(=O)c1ccccc1OCC(O)Cn1ccnc1 (stereo unspecified) do in these assays?
Siah-1 displacement: 2%; UTI89 phage lysis: 0.1%; AID2073: 10%; West Nile antiviral: -0.2%; Large T inhibition: 4%; NS5 inhibitors: -3%; MgcRacGAP inhibition: 4%; RSV CPE inhibition: 3.5%; NTR1 ag: 1.2; NTR1 ag cell count 20 µM: 90

What do the screens show for `CC#CCCC(=O)N1C=Cc2ccccc2C1C#N` (stereo unspecified)?
Siah-1 displacement: 7%; UTI89 phage lysis: 2.6%; AID2073: -2%; West Nile antiviral: 0.2%; Large T inhibition: 2%; NS5 inhibitors: 2%; MgcRacGAP inhibition: 12%; RSV CPE inhibition: 0.1%; NTR1 ag: 0.6; NTR1 ag cell count 20 µM: 48

An excerpt from above in order of molar mass, low to high:
How did Cc1onc(C(=O)NN)c1-c1csc(COc2ccccc2)n1 do in these assays?
Siah-1 displacement: 0%; UTI89 phage lysis: -0.4%; AID2073: -6%; West Nile antiviral: -0.4%; Large T inhibition: 9%; NS5 inhibitors: -4%; MgcRacGAP inhibition: 9%; RSV CPE inhibition: 3.0%; NTR1 ag: -0.7; NTR1 ag cell count 20 µM: 46

How did CCOC(=O)N1CCN(C(=O)c2cc3c(=O)n4ccccc4nc3s2)CC1 do in these assays?
Siah-1 displacement: -3%; UTI89 phage lysis: -0.1%; AID2073: 24%; West Nile antiviral: 0.1%; Large T inhibition: 26%; NS5 inhibitors: -1%; MgcRacGAP inhibition: 1%; RSV CPE inhibition: 0.6%; NTR1 ag: 0.4; NTR1 ag cell count 20 µM: 62

How did CCN(CC)S(=O)(=O)c1ccc(OC)c(NC(=O)CCS(=O)(=O)Cc2ccccc2)c1 do in these assays?
Siah-1 displacement: 3%; UTI89 phage lysis: 0.0%; AID2073: 4%; West Nile antiviral: inconclusive; Large T inhibition: 4%; NS5 inhibitors: -7%; MgcRacGAP inhibition: 3%; RSV CPE inhibition: 1.4%; NTR1 ag: -1.1; NTR1 ag cell count 20 µM: 63

Screens deposited in PubChem by several laboratories.
